# Assay outcomes from PubChem.
# SDO1 yeast rescue = sdo1-depleted yeast growth rescue; S. cerevisiae sdo1-depleted JHY4D growth rescue, OD600 30 h; hits give high values; pdr5 snq2 efflux-pump mutant strain; z-score at 10 µM; 140,000 tested, 0.21% active;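 active = z-score above 3 at both the 24 hr and the 30 hr optical density reads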;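 note: z-score against mean and SD of all compound wells on the same plate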
# INS promoter inh = TRM-6 insulin promoter activity inhibition; TRM-6 cells (human fetal islet line), insulin promoter-eGFP reporter, imaging; reporter expression induced with tamoxifen; 130,000 tested, 0.9% active; inhibition, % at 2 µM;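 active = inhibition above the mean plus 3 SD, with well images judged a real hit on visual review, cut at about 60% in these data, passing the limit was not always enough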
# SDO1 yeast rescue Rescue 24 h = further read-out of SDO1 yeast rescue, marked with its call; z-score; S. cerevisiae sdo1-depleted JHY4D growth rescue, OD600; measured here: growth rescue at 24 h;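 0 is the plate mean of compound wells and units are plate SD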
# Numbers without * were called inactive; / = not tested or not shown. Only part of the results is shown; the hit share may differ from the screen's.
SMILES,SDO1 yeast rescue,SDO1 yeast rescue Rescue 24 h,INS promoter inh
CCOC(=O)c1[nH]c2ccc(F)cc2c1NC(=O)CN1CCc2cc(OC)c(OC)cc2C1,-0.95,-1.4,50
COc1ccc(OC2OC3COC(c4ccco4)OC3C(O)C2NC(C)=O)cc1 (configuration not stated),1,0.99,-29
Cc1cc(=O)n2c3ccccc3n(CC(O)CN3CCCC3)c2c1C#N (configuration not stated),-0.23,-0.8,/
CCc1ccccc1NC(=O)COC(=O)C1CC(=O)N(c2ccc(F)cc2)C1 (configuration not stated),-0.38,-0.76,-15
COc1ccc(C)cc1-n1nnnc1SCc1cn2ccsc2n1,-0.12,-0.28,-43
Cc1n[nH]c(C)c1Cc1ccc(C(=O)O)cc1,0.65,0.79,29
Cc1ccc(NC(=O)CSc2nc(O)cc(=O)n2C)cc1,1.4,1.4,-58
Cc1ccc(-n2c(C)cc(C(=O)CN3CCOCC3)c2C)cc1,/,/,-47
O=C(CSC1=NC(=O)C(Cc2ccccc2)C(=O)N1)Nc1ncccn1 (configuration not stated),0.41,-1,/
Cc1nc2ccc(NC(=O)c3ccccc3)cc2s1,/,/,-5
CC(C)(C)C(=O)CSc1nc2ncc(Br)cc2[nH]1,0.34,0.49,7
Cc1nnc(SCC(=O)N2CCc3ccccc32)s1,-0.71,-0.68,68
COc1ccc2cc(C(c3nnnn3C3CCCC3)N3CCCCCC3)c3nnnn3c2c1 (configuration not stated),-0.79,0.49,-54
C#CC(CC)(CC)NC(=O)Nc1ccccc1C(=O)OC,/,/,-90
CCCCCCCC1(C)NC(=O)N(CC(=O)Nc2cc(C)on2)C1=O (configuration not stated),/,/,7
CCOC(=O)c1sc(/N=C/Nc2nc(C)c(C(=O)OCC)s2)nc1C,0.77,1.6,9
O=C(CSc1nnc(SCc2ccccc2)s1)N/N=C/c1ccc(Cl)cc1Cl,0.17,1.3,/
CCN(CC)C(=O)CCc1nc2sc3c(c2c(=O)[nH]1)CCCC3,-0.78,-0.59,-3
O=C(Nc1cccc(Cl)c1)N1CCN(C/C=C/c2ccccc2)CC1,-1.3,-0.82,-22
N/C(=N\NC(=O)c1ccccc1)c1cc2ccccc2oc1=O,/,/,-17

# Next part, overlapping the part above by 3 compounds.
SMILES,SDO1 yeast rescue,SDO1 yeast rescue Rescue 24 h,INS promoter inh
CCN(CC)C(=O)CCc1nc2sc3c(c2c(=O)[nH]1)CCCC3,-0.78,-0.59,-3
O=C(Nc1cccc(Cl)c1)N1CCN(C/C=C/c2ccccc2)CC1,-1.3,-0.82,-22
N/C(=N\NC(=O)c1ccccc1)c1cc2ccccc2oc1=O,/,/,-17
Cc1cc(C(=O)C(=O)N(C)C)c(C)n1-c1ccc([N+](=O)[O-])cc1,-0.37,-0.76,11
Cc1c(N(C)C(=O)c2ccco2)c(=O)n(-c2ccccc2)n1C,0.69,0.28,-88
CCC1(CC)N=C(c2ccccc2)C(=S)N1,/,/,-20
O=C(N/N=C1/CCSC1)c1cccc([N+](=O)[O-])c1,0.65,-0.25,2
CC(=O)Nc1ccccc1C(=O)C(=O)Nc1cccc(C(=O)N2CC(C)CC(C)C2)c1 (configuration not stated),/,/,17
COc1cc(SC)ccc1C(=O)NCc1ccc(C)cc1,-0.84,-0.86,-45
Cc1ccc(/C=N/Nc2ccc(Cl)c(C(=O)O)c2)s1,1.3,2.2,-36
COc1ccc(N(CC(=O)Nc2cc(C)ccc2C)S(=O)(=O)c2c(C)nn(C)c2C)cc1,0.16,0.03,/
O=C(CCC(=O)c1ccc(Oc2ccccc2)cc1)Nc1cccc(Cl)c1,-0.5,-0.21,/
CC(=O)N1c2ccccc2NC2=C(C(=O)CCC2)C1c1ccc(F)cc1 (configuration not stated),0.55,-0.36,/
CN(c1ccccc1)S(=O)(=O)c1cccc(NC(=O)CSc2ncc(C(F)(F)F)cc2Cl)c1,-0.45,-0.04,/
COc1ccc(C2=Nn3c(nnc3-c3ccc(OC)cc3)SC2)cc1,-2.3,-1.7,/
Cc1nnn(-c2nonc2N)c1C(=O)N/N=C/c1cccc2ccccc12,-0.44,0.37,/
COc1cc(OC)cc(C(=O)NN2CCCCC2)c1,0.11,-0.94,-29
COc1ccc(Cn2ccc(=O)c(Cc3c(Cl)cccc3Cl)c2C)cc1,-0.61,-0.38,-57
O=C(Cc1ccc2c(c1)OCCO2)N1CCN(S(=O)(=O)c2cccc(C(F)(F)F)c2)CC1,-0.24,-0.6,30
O=C(CSc1ncc(-c2ccccc2)n1CC1CCCO1)N1CCCCC1 (configuration not stated),0.56,0.8,0
COc1cc(Cl)c(S(=O)(=O)N2CCOCC2)cc1Cl,1.3,1.6,-31
CCN1CCN(C(=O)CN(C)S(=O)(=O)c2ccc(Cl)cc2)CC1,1.4,0.58,-48
Cc1ccc(CNc2ccc3c(c2)OCO3)cc1,0.12,-0.23,-441

# Full records, quoted from the list. Screens in order: SDO1 yeast rescue	SDO1 yeast rescue Rescue 24 h	INS promoter inh
# Shown for Cc1ccc(/C=N/Nc2ccc(Cl)c(C(=O)O)c2)s1 → 1.3	2.2	-36
# Shown for CCC1(CC)N=C(c2ccccc2)C(=S)N1 → /	/	-20
# Shown for O=C(CCC(=O)c1ccc(Oc2ccccc2)cc1)Nc1cccc(Cl)c1 → -0.5	-0.21	/

# Other records follow:
SMILES,SDO1 yeast rescue,SDO1 yeast rescue Rescue 24 h,INS promoter inh
Cc1ccc(Cn2ccc(-c3cnc(-c4ccccc4)s3)n2)cc1,-0.73,0.03,-17
O=C1CCC/C(=N/Nc2ccc(Cl)cc2)C1,/,/,22
COC(=O)c1cc(=O)[nH]c(SCc2cccc(C)c2)n1,0.84,0.48,40
N#CC1=C(N)N2C(=C(C#N)C1c1ccccc1)Sc1ccccc12 (configuration not stated),-0.19,0.44,/
COc1ccc(NC(=O)CSc2ncn[nH]2)c([N+](=O)[O-])c1,1.9,1.5,-8
CC(=O)Nc1cc(NC(C)=O)cc(C(=O)NC(C)(C)C)c1,1.7,1.5,-57
COc1ccccc1CN1C[C@@H]2C[C@@H](c3cccc(O)c3)N3CCC[C@@]23C1=O,/,/,-44
Cc1ccc(C(=O)N/C(=C\c2cccs2)C(=O)NCCc2c[nH]c3ccccc23)cc1C,-0.88,-2,-28
O=C(Nc1cccc(F)c1)c1ccc(S(=O)(=O)N2CCOCC2)cc1,0.51,0.35,/
CCOC(=O)c1cccc(C(=O)Oc2ccccc2)n1,0.91,0.92,-58
CN(C)CCN(C(=O)c1cccc(Cl)c1)c1nc2c(Cl)cccc2s1,0.49,-0.43,10
CCCc1cc(=O)[nH]c(Nc2ccc(Cl)cc2)n1,/,/,12
Cc1ccc(N(C(=O)Cn2nnc(-c3ccc(F)cc3)n2)C(C(=O)NC(C)(C)C)c2ccncc2)cc1 (configuration not stated),/,/,26
COc1ccc(/C(N)=N/OC(=O)CCCc2ccccc2)cc1OC,-2,-1.4,-17
Cc1cccc(OCC(=O)NCC(=O)n2nc(C)cc2C)c1,-0.62,-0.48,-73
COc1ccc(NC(=O)[C@@H](NC(=O)c2ccccc2F)C(C)C)cc1S(=O)(=O)N1CCOCC1,/,/,-50
O=C1Nc2ccccc2/C1=C\c1cccn1-c1ccc(OC(F)(F)F)cc1,-0.15,1.6,3
Cc1nccn1S(=O)(=O)c1cc([N+](=O)[O-])ccc1Cl,-0.68,-0.42,-12
CCOC(=O)C1C2C=CC3(CN(Cc4ccco4)C(=O)C13)O2 (configuration not stated),-0.94,-2,-38
CC(=O)c1c(C)[nH]c(C(=O)Nc2c(C)n(C)n(-c3ccccc3)c2=O)c1C,-0.5,-0.62,-100
Brc1ccc(CSc2nnc3ccccn23)cc1,/,/,0
CCn1nnc(-c2ccccc2NC(=O)c2cc(OC)c(OC)c(OC)c2)n1,-0.6,0.02,/
COCCNC(=O)CSc1nc2cc(OC)c(OC)cc2c(=O)n1CCc1ccc(S(N)(=O)=O)cc1,/,/,0
COC(=O)C1=C(C(=O)c2ccccc2)C(c2cccs2)n2nnnc2N1 (configuration not stated),0.09,-0.14,3
Cc1cccc(C)c1NCc1nnc(SCC(=O)Nc2nc(-c3ccccc3)cs2)n1-c1ccccc1,0.21,1.4,-46
COc1ccc2c(c1)-c1c(ssc1=S)C(C)(C)N2C(=O)CSC1=NCCS1,0.99,3.3,60
Cc1cc2cc(CNC(=S)Nc3ccc(OC(F)F)cc3)ccc2[nH]1,-0.31,-0.84,46
COc1ccc(NC(=O)O/N=C2/CCCc3ccc(OC)cc32)cc1,-1.1,-0.72,/
CC(O)(C#CCN1CCCC1)c1ccccc1 (configuration not stated),-0.13,-0.32,45
Cn1c(SCC(=O)CC(=O)Nc2ccccc2)nnc1-c1ccc(O)cc1,1.5,1,25
CCCSc1nc(O)c(C(c2ccc(OC)c(O)c2)c2c(O)nc(SCCC)n(C)c2=O)c(=O)n1C,-0.12,-0.05,-10
CCOC(=O)Cn1c(=O)cnc2ccccc21,-0.37,-1.4,-17
Cc1ccc(CSc2ncnc3ccccc23)cc1,/,/,-11
COc1cc(/C=C(/C#N)C(=O)Nc2ccc(C)cc2)ccc1Oc1nc(Cl)ncc1F,-0.27,0.54,-32
CN(C)c1nc(NCc2ccccc2)nc(N/N=C/c2ccc(Br)cc2)n1,/,/,-37
O=Cc1cc2ccccc2nc1SCc1ccc(Cl)c(Cl)c1,-1.9,-1.1,9
O=C(CSC1=NCCS1)N1CCN(c2ccccc2)CC1,-0.71,-1.4,21
O=C1c2ccccc2C(=O)N1CCCc1nc(-c2ccc(Cl)cc2)no1,-0.33,0.01,/
Cc1cc(C(=O)NCc2cccs2)ccc1[N+](=O)[O-],1.1,0.88,-6
COc1ccc(NC(=O)N2CCC(O)(c3cccnc3)CC2)c(OC)c1,1.6,3.4,-61

# Next section; the last two above are carried over.
SMILES,SDO1 yeast rescue,SDO1 yeast rescue Rescue 24 h,INS promoter inh
Cc1cc(C(=O)NCc2cccs2)ccc1[N+](=O)[O-],1.1,0.88,-6
COc1ccc(NC(=O)N2CCC(O)(c3cccnc3)CC2)c(OC)c1,1.6,3.4,-61
CCOC(=O)/C(C)=C1\NC(C)(C)Cc2ccccc21,0.14,0.99,-93
Cc1ccc2nc(-c3ccccc3Cl)cc(C(=O)Nc3cc(C)on3)c2c1,-1.4,-0.9,-60
O=C(N/N=C1/CC2C=CCC12)c1ccc(Br)o1 (configuration not stated),-0.04,0.53,-186
CCOC(=O)C1=C(CSc2nc(-c3ccccc3)ccc2C#N)OC(N)=C(C#N)C1c1ccc(OC)cc1 (configuration not stated),0.21,0.61,-84
OC(CCN1CCCCC1)(c1ccccc1)C1CCCCC1 (configuration not stated),-0.95,-1.3,-5
Cc1ccc(CSCCNC(=O)CN(c2cc(C)ccc2C)S(C)(=O)=O)cc1,/,/,-12
C=CCN=C(NC#N)SCC(=O)NC(C)(C)C,0.05,-0.59,-45
Cc1cc(C)cc(N(CC(=O)NC2CCC(C)CC2)S(=O)(=O)c2c(C)noc2C)c1 (configuration not stated),-0.29,-0.72,29
CC(C)c1noc2ncc(C(=O)c3cc(Cl)cc(Cl)c3O)cc12,-2.2,-1.8,-4
COc1ccc(NS(=O)(=O)c2ccc3c(c2)n(C)c(=O)n3C)cc1,0.24,-0.69,31
COc1ccc2c(CC(=O)Nc3nc(C)cs3)coc2c1,/,/,-3
COc1ccc(S(=O)(=O)N2Cc3ccccc3CC2C(=O)Nc2ccc3c(c2)OCO3)cc1 (configuration not stated),-1.1,-0.71,17
O=C(O)CCN=C1CCc2ccccc2N1,0.65,0.3,50
CCOC(=O)c1ccccc1NC(=O)C(C)Oc1ccccc1 (configuration not stated),-0.08,-0.36,6
COc1ccc(C(=O)NCC(=O)NC2=NCCS2)cc1,0.39,0.53,/
COc1cc(NC(=O)COC(C)=O)c(C)cc1[N+](=O)[O-],0.67,0.38,/
COc1ccc(Cl)cc1S(=O)(=O)N1CCN(CC(=O)C(C)(C)C)CC1,-0.41,-0.53,-77
CCN(CC)CCNC(=O)c1cn(-c2ccccc2)nc1-c1cccs1,-0.17,-0.75,-12
CCOC(=O)c1ccc2ncc(C(=O)OCC)c(NCCCN3CCOCC3)c2c1,-0.97,-1.3,/
CCCN1CCN(CCCNC(=O)Cn2nc(-c3ccccc3)ccc2=O)CC1,0.6,-0.03,/
COC(=O)c1ccc(C(=O)OC)c(NC(=O)C2CC2)c1,-0.52,-1.1,0
CCCc1cc(C(=O)N/N=C/c2ccc(C)o2)c2ccccc2n1,-0.97,-1.3,/
O=C(NCCCN1CCOCC1)c1cc(Cl)ccc1[N+](=O)[O-],1.8,1.4,-8
CCC(C)NC(=O)Nc1ccccc1C (configuration not stated),-0.06,-0.89,25
N=c1c(S(=O)(=O)c2ccc(Cl)cc2)cc2c(=O)n3ccccc3nc2n1CCN1CCOCC1,-0.36,-0.66,/
COc1ccccc1OCCn1cc(/C=N/NC(N)=S)c2ccccc21,/,/,15
Cc1ccc(C(C)NC(=O)C2CCCO2)cc1C (configuration not stated),0.58,-0.74,21
CCN(CC)c1cc2nonc2c2nonc12,-0.41,-1.2,/
CC(=C1C(=O)c2ccccc2C1=O)N1CCN(Cc2ccccc2)CC1,0.81,1.3,-26
Cc1nc(NNC(=O)c2ccc(Cl)cc2Cl)cc(-c2ccccc2)n1,-0.33,-0.37,6
COc1ccc2c(c1)SCCC2=O,1.4,1.8,10
CCC(C)(NC(=O)CNC(C)=O)C(=O)NC1CCCCC1 (configuration not stated),0.24,-0.78,69*
CCC(C)(C)NC(=O)c1ccc2c(c1)S(=O)(=O)c1ccccc1C2=O,1.1,1.2,13
